Source: PubChem (several laboratories)
Smad3 FoxH1 inh: Smad3 (human) transcription factor binding inhibition | P84022 | TR-FRET Smad3/Dy647-FoxH1 peptide binding, europium anti-His | inhibition, % at 25 µM | hit rate 0.29% among 88,000;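 active = compounds that reduce the energy-transfer binding signal between the protein and its labelled peptide by more than half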;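 note: 0% = Smad3 plus labelled peptide maximal FRET and 100% = peptide-only background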
Target sequence (P84022 whole entry, looked up): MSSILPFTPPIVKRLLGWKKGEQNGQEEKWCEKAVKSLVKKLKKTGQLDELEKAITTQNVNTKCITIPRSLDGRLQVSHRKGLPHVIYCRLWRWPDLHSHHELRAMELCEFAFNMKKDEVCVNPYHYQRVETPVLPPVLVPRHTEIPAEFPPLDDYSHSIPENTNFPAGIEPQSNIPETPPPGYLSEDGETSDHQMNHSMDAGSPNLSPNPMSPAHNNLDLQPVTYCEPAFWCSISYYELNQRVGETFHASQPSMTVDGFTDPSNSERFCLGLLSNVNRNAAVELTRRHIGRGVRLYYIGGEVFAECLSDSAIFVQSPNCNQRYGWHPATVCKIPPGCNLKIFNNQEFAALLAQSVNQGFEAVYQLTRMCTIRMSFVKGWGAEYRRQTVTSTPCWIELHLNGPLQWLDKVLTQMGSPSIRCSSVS
PTK2B oligo ant: antagonists of human Pyk2 oligomerization; z-score (the deposit names both 25 µM and 10 µM); hit rate 0.83% among 99,000; AID 1347419; Q14289; Q293 cells, Pyk2 FERM NanoBiT luminescence; active compounds read low;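 active = Z-score of -3 or lower, scaled per plate to the spread of control and sample wells; inactive = z-score above -3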;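 note: negative z-score means lost luminescence so less FERM oligomerization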
cytoskel mod: cytoskeleton assembly modification; HUVEC TNFa F-actin phalloidin imaging, high content; inhibition, % at 2 µM; hit rate 0.18% among 91,000; AID 836;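 active = inhibition above the batch mean plus 3 SD and confirmed as a hit by visual image inspection, cut at about 30% in these data, passing the limit was not always enough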; note: strong numbers were not always called active
H69AR growth 86K: growth inhibitors of human H69AR lung tumor cells | H69AR lung tumor viability, ATP luminescence, 72 h; active compounds read low | viability, % at 10 µM | hit rate 6% among 85,000 | AID 598;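 active = viability at or below 40%; inactive = viability above 40%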;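 note: multidrug resistant small cell line overexpressing MRP-1 efflux transporter; 100% = mean luminescence of untreated control wells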
Lung fibro prol: blocks proliferation of human lung fibroblasts. LL 47 human lung fibroblast viability, ATP luminescence; active compounds read low. viability, % at 10 µM. hit rate 1.1% among 85,000. AID 719;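 active = viability at or below 50% in the single dose screen; inactive = viability above 50%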;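 note: compound exposure lasted 72 h before the ATP readout; 100% = median luminescence of untreated cell-only wells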
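Times – overnight cell rest, 72 h compound treatment at 37 °C · Test system – human lung fibroblast line LL 47, low passage · Amount – 1,150 cells in each well · Controls – cell-only wells, no compound · Doses – 0.1% DMSO in all compound wells · Measured by – CellTiter-Glo luminescence · Buffer or medium – IMEM plus 15% FBS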
HUVEC inhibit: blocks proliferation of human endothelial cells | HUVEC proliferation, CellTiter-Glo luminescence, 72 h; active compounds read low | viability, % at 10 µM (by protocol) | hit rate 1.1% among 86,000 | AID 648;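 active = viability at or below 30%; inactive = viability above 30%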;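 note: 100% = median luminescence of DMSO-only cell control wells on each plate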
HUVEC tox IL1B: HUVEC cytotoxicity counter-screen, IL-1B stimulated | HUVEC cell count loss, Hoechst imaging | cell count reduction, % at 2 µM | hit rate 0.41% among 94,000;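 active = cell count reduction more than 3 SD above the screen-wide mean, cut at about 70% in these data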;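 note: normalized per plate to untreated control cells as the no-loss baseline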
HUVEC tox TNFa: HUVEC cytotoxicity counter-screen, TNF alpha stimulated | HUVEC TNFalpha-stimulated, Hoechst cell count, imaging | cell count reduction, % at 2 µM | hit rate 0.17% among 93,000 | AID 848;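 active = cell count reduction exceeding the screen mean by over 5 SD, scaled to untreated wells per plate, cut at about 78% in these data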;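 note: cells counted after 24 h of TNF alpha exposure following the 1 h pretreatment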
VCAM1 TNFa inh: reduces TNF alpha induced VCAM1 expression in HUVEC; hit rate 0.48% among 95,000; HUVEC TNFa-induced VCAM-1 immunofluorescence, high-content imaging; inhibition, % at 2 µM;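 active = inhibition above the batch mean plus 3 SD, with images confirmed as a hit by eye, cut at about 37% in these data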;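 note: 0% = TNF-stimulated DMSO wells and 100% = unstimulated control wells; not every result past the cut was called active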
Active calls of the source: *; . = no result given; [ ] = remark or other dose.

SMILES | Smad3 FoxH1 inh | PTK2B oligo ant | cytoskel mod | H69AR growth 86K | Lung fibro prol | HUVEC inhibit | HUVEC tox IL1B | HUVEC tox TNFa | VCAM1 TNFa inh
CCN1C(=O)C2(C(C#N)=C(N)Oc3n[nH]c(-c4ccc(Cl)cc4)c32)c2ccccc21 (stereo not drawn) | -11.2 | -3.05* | 1.3 | 46.2 | 97.3 | 102.6 | -98.3 | -14.9 | 1.1
CCOC(=O)C1=C(N)OC2=C(C(=O)CCC2)C1c1ccc(C)s1 (stereo not drawn) | -0.1 | -0.81 | . | 102.2 | 92.3 | 104.4 | . | . | .
c1ccc(-c2nc(NCc3ccco3)c3ccccc3n2)cc1 | 21.9[fluorescence artefact?] | -0.31 | 8.9 | 87.9 | 95.9 | 85.5 | 1.6 | -31.4 | 2.8
O=C1c2ccccc2C(=O)N1CSc1ncccn1 | 9.2 | 0.66 | . | 102.2 | 98.0 | 106.9 | . | . | .
O=C(CN1C(=O)c2ccccc2S1(=O)=O)NCc1ccc2c(c1)OCO2 | 2.2 | 1.01 | 8.2 | 96.6 | 95.0 | 87.3 | -17.3 | -20.6 | -8.7
COc1ccccc1NC(=O)N1CCCC1C(=O)NC12CC3CC(CC(C3)C1)C2 (stereo not drawn) | 5.8 | -0.65 | 2.8 | 96.0 | 102.8 | 103.0 | -32.8 | -2.8 | 10.3
Cc1cc(Nc2ccccc2)n(C(=O)c2ccc(Cl)cc2)n1 | 5.8 | 1.3 | 15.3 | 68.6 | 89.7 | 86.3 | -3.4 | -31.9 | 8.9
O=C(c1ccc(CN2CCc3ccccc3C2)cc1)N1CCCCC1 | 11.1 | 0.04 | . | 90.8 | 90.4 | 89.8 | . | . | .
O=C(NCc1cccs1)c1cc2ccccc2o1 | -6.9 | 0.94 | 11.3 | 98.3 | 100.9 | 102.5 | 5.0 | -11.0 | 7.8
CC1=C(C(=O)c2ccccc2)C(c2cn(-c3ccccc3)nc2-c2ccc(Cl)cc2)NC(=S)N1 (stereo not drawn) | -9.2 | -0.5 | . | 93.3 | 96.7 | 94.7 | 0.6 | 17.3 | -14.3
COc1ccc(C2CN=NC23CCCc2ccccc2C3=O)cc1 (stereo not drawn) | . | 0.31 | -25.2 | . | . | . | -26.6 | 4.5 | -17.9
COc1ccc(C(=O)Nc2cc3c(cc2C#N)OCO3)cc1S(=O)(=O)NCc1ccco1 | -7.7 | 0.06 | 12.5 | 105.8 | 96.3 | 94.2 | -5.3 | -7.4 | -18.3
COC(=O)C1CCN(C(=O)/C=C/c2ccc(OC)cc2)CC1 | 7.7 | -0.4 | . | 92.7 | 100.7 | 91.5 | 3.3 | 0.0 | 13.9
CCCn1c(CCc2ccccc2)nnc1SCC(=O)N1CCCC1 | 5.7 | 0.27 | 2.6 | 98.7 | 95.2 | 107.7 | -3.1 | -7.0 | -5.3
CCOC(=O)c1ccc(-c2nnc(-c3ccc(Cl)cc3Cl)o2)cc1 | 3.1 | 0.16 | . | 87.1 | 102.5 | 104.2 | . | . | .
COc1cccc(NC(=O)CNS(=O)(=O)c2ccc3nc(C)sc3c2)c1 | -13.8 | 0.65 | 59.4 | 87.6 | 101.3 | 93.2 | -22.6 | 58.9 | 35.6
O=c1cc(O)c2c(=O)n3c4c(cccc4c2o1)CCC3 | 1.1[fluorescence artefact?] | . | . | 91.0 | 99.5 | 98.8 | . | . | .
c1ccc2oc(-c3ccc(Nc4nc(N5CCCCC5)nc(N5CCOCC5)n4)cc3)nc2c1 | 10.9 | . | 3.4 | 87.8 | 99.6 | 109.9 | 6.1 | -13.5 | -9.1
Cc1noc(/C=C/N(C)C)c1S(=O)(=O)N(C)CC(=O)NC1CCCCC1 | . | 0.59 | -1.1 | . | . | . | 0.5 | -17.1 | 5.7
CCOc1ccc(C(=O)Nc2nnn(CC)n2)cc1 | 0.2 | 0.09 | -14.4 | 94.0 | 104.5 | 92.2 | -19.4 | 1.4 | 22.6
CCOC(=O)COc1nc(Nc2ccccc2C)nc(N(C)C)n1 | 2.0 | -1.03 | . | 95.9 | 99.1 | 97.0 | . | . | .
COc1ccc(NS(=O)(=O)c2ccc(NS(=O)(=O)c3ccc(C)cc3)cc2)nn1 | 1.7 | -0.05 | . | 84.8 | 102.8 | 103.0 | . | . | .
O=C(NCCN1CCCCC1)Nc1ccccc1 | -6.3 | 1.44 | -5.8 | 99.1 | 109.3 | 99.7 | 0.0 | 4.9 | -19.4
COc1ccc(C(=O)C[n+]2ccc3c(c2)nc(-c2cc(OC)c(OC)cc2OC)n3C)cc1 | . | 1.89 | 7.8 | . | . | . | 6.7 | -16.6 | 2.9
CC1=CC(C)(C)Nc2ccc(OC(=O)CN3C(=O)C4CCCCC4C3=O)cc21 (stereo not drawn) | 17.7 | -0.34 | 21.0 | 0.5* | 39.7* | 82.2 | -11.4 | -32.0 | 7.8
CC1=CC(C)(C)N(C(=O)C(C)N2C(=O)c3ccccc3C2=O)c2ccc(C)cc21 (stereo not drawn) | -5.0 | -1.32 | . | 60.0 | 107.7 | 102.5 | -3.9 | -13.4 | 6.8
O=C(N/N=C/c1ccc([N+](=O)[O-])s1)c1ccccc1Br | 1.3 | 0.35 | 7.0 | 15.7* | 63.0 | 62.0 | -13.2 | -21.3 | -2.5
Cc1ccccc1N(CC(=O)N/N=C/c1cc(C)n(-c2ccccc2C)c1C)S(C)(=O)=O | . | -0.45 | -0.2 | . | . | . | 2.5 | -11.8 | 2.6
CC1CCCC(C)N1C(=O)CSc1nnc(-c2cccs2)o1 (stereo not drawn) | 0.6 | 0.32 | -3.4 | 72.5 | 101.2 | 105.8 | -20.2 | 8.4 | 1.5
Cc1ccc(S(=O)(=O)N2CC3(C)CN(S(=O)(=O)c4ccc(C)cc4)CC(C)(C2)C3O)cc1 (stereo not drawn) | -4.8 | 0.45 | . | 90.0 | 93.0 | 95.8 | . | . | .
O=[N+]([O-])c1ccc2c(c1Nc1ccccc1)=NC1(CCCCC1)N=2 | . | -1.8 | -3.6 | . | . | . | -35.4 | -18.3 | 1.3
CCC(=O)N/N=C(\C)CC(=O)Nc1ccc2ccccc2c1 | . | -0.59 | -11.2 | . | . | . | -32.7 | -2.7 | 10.4
CCOc1cc(C#N)c(NC(=O)c2cccnc2Cl)cc1OCC | 8.7 | 0.61 | 13.6 | 95.8 | 97.9 | 104.0 | -13.2 | -6.5 | -3.2
Cc1ccc(-c2nn3c(C)nnc3s2)cc1NC(=O)CSc1ccc(Cl)cc1 | 20.4[fluorescence artefact?] | -0.38 | -14.8 | 93.2 | 80.2 | 28.9* | -13.6 | 3.0 | 18.9
Cc1nc2cc(-c3ccsc3-n3c(C)ccc3C)[nH]n2c(=O)c1Cl | -1.0 | 0.41 | 16.6 | 82.3 | 102.7 | 66.7 | 5.1 | -12.2 | -1.2
O=C(Cn1ncc2c(=O)oc3ccccc3c21)NC1CC1 | . | -0.28 | 58.7 | . | . | . | 10.4 | 8.1 | -12.4
CCOC(=O)Cc1csc(NC(=O)CSc2nc(C)cc(=O)[nH]2)n1 | -10.7 | 0.4 | -20.4 | 100.3 | 110.8 | 101.0 | -4.0 | 5.5 | -5.2
CCOc1ccccc1NC(=O)Cc1ccccc1OC | 2.5[fluorescence artefact?] | -0.78 | -22.4 | 65.1 | 92.8 | 85.2 | 18.6 | 8.5 | 31.9
CCCCNC(=O)C1CCCN(S(=O)(=O)c2ccc(S(=O)(=O)NCC(C)C)cc2)C1 (stereo not drawn) | 13.7 | 1.1 | 1.2 | 90.8 | 98.9 | 102.9 | 2.1 | -21.8 | -0.2
Cc1nc(-c2ccc(C(=O)N3CCOCC3)cc2)cs1 | 8.0 | -0.82 | -4.0 | 95.8 | 103.0 | 105.6 | -15.2 | 5.9 | -13.9

Marked active in PTK2B oligo ant (from the list above):
mol,Smad3 FoxH1 inh,PTK2B oligo ant,cytoskel mod,VCAM1 TNFa inh
CCN1C(=O)C2(C(C#N)=C(N)Oc3n[nH]c(-c4ccc(Cl)cc4)c32)c2ccccc21 (stereo not drawn),-11.2,-3.05*,1.3,1.1

Other results follow.
SMILES | Smad3 FoxH1 inh | PTK2B oligo ant | cytoskel mod | H69AR growth 86K | Lung fibro prol | HUVEC inhibit | HUVEC tox IL1B | HUVEC tox TNFa | VCAM1 TNFa inh
Cc1nnc(SC(C)C(=O)Nc2ccc(S(=O)(=O)NC3CCCCC3)cc2)s1 (stereo not drawn) | -6.4 | 0.37 | 7.1 | 90.2 | 99.7 | 103.9 | -22.7 | -12.4 | 1.6
Fc1ccc2nc(-c3ccccc3)nc(SCc3nnc(-c4ccccc4)o3)c2c1 | 2.4 | 0.63 | 4.5 | 79.9 | 86.6 | 68.6 | -24.9 | -43.5 | -51.0
CCCCC(=O)NC1(C(F)(F)F)C(=O)N(CC(C)C)C2=C1C(=O)CC(C)(C)C2 (stereo not drawn) | . | -0.29 | -28.3 | . | . | . | -22.9 | 1.2 | 13.9
CCn1cc(C(=O)N2CCCc3ccccc32)c2cc(OC)c(OC)cc2c1=O | 4.6 | -0.01 | 1.9 | 60.2 | 96.2 | 96.8 | -3.2 | -25.7 | 13.2
CCOc1ccc(CCNC(=O)c2cc3sccc3n2CC)cc1OCC | 0.5 | 0 | -7.6 | 90.4 | 102.5 | 104.8 | 1.1 | -15.2 | 7.7
Cc1nn(C)c(Oc2cccc(Cl)c2)c1C(=O)Nc1ccc(F)cc1F | . | 1.23 | 9.5 | . | . | . | 8.0 | -16.0 | 1.5
O=C(NC12CC3CC(CC(C3)C1)C2)c1ccc(-c2ccccc2Cl)o1 | . | -1.34 | 5.5 | . | . | . | -8.0 | -26.1 | -30.6
CCOC(=O)c1ccc2nc(NC(=O)c3ccco3)sc2c1 | -0.6 | -2.32 | -13.8 | 57.9 | 89.0 | 95.4 | -23.0 | 0.7 | -1.3
COc1ccc(NC(=O)C(C)N2c3cccc4cccc(c34)S2(=O)=O)cc1 (stereo not drawn) | 10.1 | -1.39 | 15.7 | 103.1 | 110.1 | 124.6 | -1.4 | -68.6 | 4.5
COc1cc(NC(=O)c2ccc(COc3ccccc3Br)o2)cc(OC)c1OC | 2.3 | -0.87 | 7.0 | 54.5 | 103.2 | 71.6 | 19.4 | -8.1 | 6.9
Cc1ccc2nc(SCC(=O)NC(=O)NCc3ccco3)[nH]c2c1 | 13.0 | 0.99 | . | 100.8 | 98.7 | 88.5 | . | . | .
COC(=O)c1cc(Br)c(=O)n(CCN2CCOCC2)c1 | . | 0.55 | -21.3 | . | . | . | 9.6 | 11.4 | 12.6
Cc1cc(C)n(C(=O)CCN2C(=O)c3ccccc3C2=O)n1 | . | 0.51 | -9.6 | . | . | . | -6.0 | 9.7 | 1.1
O=C(CCS(=O)(=O)c1ccc(Br)s1)NCc1ccc2c(c1)OCO2 | -5.8 | -0.04 | -3.0 | 89.0 | 97.1 | 101.9 | 12.3 | -4.0 | -7.0
O=C1CC(N2CCOCC2)C(=O)N1Cc1ccc(N2CCCC2=O)cc1 (stereo not drawn) | 11.1 | 0.82 | -17.4 | 87.3 | 107.3 | 104.2 | 15.6 | -14.7 | -3.2
CCOC(=O)N1CCN(C(=O)c2cc(C)c3c(C)nn(-c4ccccc4)c3n2)CC1 | 4.3 | -0.23 | 6.3 | 55.4 | 98.1 | 85.2 | -5.0 | -14.8 | -2.3

Not all compounds are listed (hit frequency here may not be typical).
